Assay outcomes deposited in PubChem BioAssay by several laboratories.
LYP phosphatase = LYP phosphatase inhibitors, primary screen, biochemical, DiFMUP fluorescence, recombinant catalytic domain, 10 µM (AID 606); Tyrosine-protein phosphatase non-receptor type 22 (Homo sapiens); recombinant LYP catalytic domain, DiFMUP fluorescence; higher % means a stronger effect; inhibition, % at 10 µM, or IC50 in µM where a hit was titrated; 52,000 tested, under 10 active;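 active = IC50 under 40 µM in the dose-response test; inactive = IC50 of 40 µM or more, or never dose-tested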
DPM-DC inhibit = S. pneumoniae DPM-DC inhibitors, primary screen, biochemical, PK/LDH-coupled NADH fluorescence | diphosphomevalonate decarboxylase (Streptococcus pneumoniae D39) | purified DPM-DC | calls only at 10 µM | 0.49% of 65,000 active;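 active = the 320 compounds with the highest percent inhibition in the single-dose primary screen, excluding strongly autofluorescent ones, cut at about 32% in these data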;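 note: kinetic rate of NADH fluorescence loss reporting ADP formed by the decarboxylase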
Bfl-1 displacement = Bfl-1 inhibitors, primary screen, biochemical, fluorescence polarization, FITC-Bid, mouse (AID 432); FITC-Bid BH3 peptide fluorescence polarization displacement; higher % means a stronger effect; displacement, % at 20 µM; hits with a dose series show IC50 in µM; 0.02% of 64,000 active; in the data active = a potency from the dose series; inactive = the rest, 99 in 100 with displacement below about 15%; note: strong numbers were not always called active
Alkaline phosphatase = human TNAP enzyme inhibitors, biochemical, luminescent (AID 518) | Alkaline phosphatase, tissue-nonspecific isozyme (Homo sapiens) | purified TNAP enzyme, luminescent substrate readout; higher % means a stronger effect | inhibition, % at 20 µM, or IC50 in µM where a hit was titrated | 0.09% of 64,000 active; in the data active = a potency from the dose series; inactive = the rest, 99 in 100 with inhibition below about 22%;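 note: plate controls were vehicle for no effect and reference inhibitor for full effect; many of its hits are not listed in these tables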
PMK inhibit = S. pneumoniae PMK inhibitors, primary screen, biochemical, mevalonate pathway, pilot trial included; purified PMK, PK/LDH-coupled NADH absorbance 340 nm; inhibition, % at 10 µM; 0.49% of 65,000 active; AID 539, 2006;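 active = top-ranked compounds by inhibition in the single 10 µM screen, taking a fixed number of the strongest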;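 note: 0% = full reaction with DMSO carrier and 100% = background rate without enzyme reaction; no value below 0 was filed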
MK inhibit = S. pneumoniae MK inhibitors, primary screen, biochemical, PK/LDH-coupled NADH absorbance | 0.48% of 65,000 active | purified MK, PK/LDH-coupled NADH absorbance 340 nm | inhibition, % at 10 µM | AID 555, 2006;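 active = ranked among the strongest by inhibition in the single 10 µM screen, a fixed top-ranked set picked for dose follow-up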; note: no value below 0 was filed
HPDE-C7 viability = cytotoxicity in HPDE-C7 cells, cell-based, fluorescence, HTS (AID 430) | 1.8% of 63,000 active | one-dose cytotoxicity, % at 10 µM; EC50 in µM for titrated hits | HPDE-C7 pancreatic duct cells viability, fluorescence; higher % means a stronger effect;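 note: cells exposed to compound for 48 hours before viability readout; 0% = vehicle and 100% = reference cytotoxic drug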
HPDE-C7K KRASV12 = cytotoxicity in KRAS-transformed pancreatic duct cells, primary screen, cell-based, fluorescence, HTS (AID 431); HPDE-C7K KRASV12 cells, Alamar Blue viability, 48 h; higher % means a stronger effect; cytotoxicity, % at 10 µM, or EC50 in µM where a hit was titrated; 1.7% of 63,000 active;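 active = compounds whose percent cytotoxicity in the single-dose primary screen, scaled between solvent and toxic-drug controls, exceeds 50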;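 note: 0% = DMSO solvent wells and 100% = doxorubicin-treated wells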
HT1080 viability = cytotoxicity in HT1080 fibrosarcoma cells, cell-based, fluorescence readout (AID 620). one-dose cytotoxicity, % at 10 µM; EC50 in µM for titrated hits. 0.42% of 87,000 active. HT1080 viability, fluorescence; higher % means a stronger effect;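 note: cells exposed to compound overnight then 4 h with Alamar Blue; 0% = vehicle DMSO and 100% = killing control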
PMK inhibit pilot replicates = recorded beside PMK inhibit, whose call it bears; inhibition, %; measured here: pilot screen replicates
MK inhibit pilot replicates = also measured in MK inhibit; calls as there; inhibition, %; measured here: pilot screen replicates
DPM-DC inhibit pilot screen % = recorded beside DPM-DC inhibit, whose call it bears; inhibition, %; measured here: pilot screen trials
Active calls of the source: *; i = inactive; x = not tested or not shown. Cut-off read from the data, not from the text of the source, unless noted: active = cytotoxicity above about 50%; inactive = the rest.

SMILES	LYP phosphatase	DPM-DC inhibit	Bfl-1 displacement	Alkaline phosphatase	PMK inhibit	MK inhibit	HPDE-C7 viability	HPDE-C7K KRASV12	HT1080 viability	others
Cc1nc(S(=O)(=O)c2ccc(Cl)cc2)c(NCc2ccccc2)o1	x	i	-1%	9%	12	9	x	x	4%
Cn1c(NCc2ccccc2)nc2c1c(=O)n(Cc1ccccc1)c(=O)n2C	x	i	-4%	4%	10	2	6%	0%	-2%
COC(=O)c1ccc(CSc2nc3ccccc3s2)o1	6%	i	2%	14%	12	7	5%	7%	-1%	PMK inhibit pilot replicates=1.0;MK inhibit pilot replicates=0.0;DPM-DC inhibit pilot screen %=0.0
COC(=O)c1ccc(NC(=O)COc2ccccc2OC)cc1	-2%	i	0%	14%	0	36	0%	13%	-6%
O=C(O)c1ccc(CSc2nnc(COc3ccc(Cl)cc3Cl)o2)cc1	5%	i	-7%	5%	4	8	-5%	-6%	-2%
O=C(NCCCCCNC(=O)c1cccnc1)c1cccnc1	1%	i	0%	7%	3	7	-2%	-5%	6%
COCCN(CCOC)C(=O)c1cc2sc3ccccc3c2s1	x	i	-4%	8%	0	6	-3%	-1%	-5%
COc1cccc(-n2nnc3c(=O)n(CC(=O)N4CCCc5ccccc54)cnc32)c1	7%	i	4%	12%	8	0	14%	-2%	30%
O=C(c1ccc2c(c1)OCO2)n1nnc2ccccc21	5%	i	-9%	8%	0	6	3%	8%	-6%
COC(=O)CCCC(=O)N1CCOCCN(C(=O)CCCC(=O)OC)CCOCC1	x	i	-11%	0%	17	11	4%	6%	27%
Cc1ccc(C)c(NC(=O)CSc2nnc(-c3ccncc3)n2N)c1	0%	i	-10%	12%	0	0	-16%	5%	0%
Cc1ccc(O)c(C(=O)c2cnn(C(=O)Cc3csc(C)n3)c2)c1	7%	i	0%	15%	16	5	x	x	-4%
CCOc1ccccc1N1CCN(C(=O)c2cccc(-c3ccc(O)cc3)c2)CC1	-2%	i	0%	12%	0	0	23%	30%	0%
CC(NC(=O)Nc1ccccc1)C(c1cccs1)N1CCOCC1 (stereo not drawn)	0%	i	1%	13%	9	1	1%	13%	0%	PMK inhibit pilot replicates=1.5;MK inhibit pilot replicates=1.0;DPM-DC inhibit pilot screen %=5.0
CCn1cc(C(=O)NCCC2=CCCCC2)c(=O)c2cc(S(=O)(=O)N(C)C)ccc21	2%	i	4%	20%	9	0	-6%	0%	-11%	PMK inhibit pilot replicates=1.0;MK inhibit pilot replicates=0.0;DPM-DC inhibit pilot screen %=1.0
Cc1ccc(S(=O)(=O)NCC(=O)N2CCOCC2)cc1	10%	i	-2%	4%	5	1	4%	4%	-4%
CCCn1nnnc1NCc1ccccc1OCc1cccs1	3%	i	2%	7%	0	4	1%	1%	4%
CNc1nc(N2CCc3ccccc32)ncc1F	7%	i	4%	16%	3	11	-6%	-6%	-1%
O=C(Nc1ccc(S(=O)(=O)Nc2nccs2)cc1)C1CCCCC1	3%	i	-1%	12%	20	0	-15%	-25%	-5%
Cc1ccc(-c2noc(CCC(=O)Nc3cc(C)ccn3)n2)cc1	7%	i	-10%	2%	21	6	0%	-5%	4%

Three compounds drawn at random from those above, as already listed:
SMILES	LYP phosphatase	DPM-DC inhibit	Bfl-1 displacement	Alkaline phosphatase	PMK inhibit	MK inhibit	HPDE-C7 viability	HPDE-C7K KRASV12	HT1080 viability	others
COc1cccc(-n2nnc3c(=O)n(CC(=O)N4CCCc5ccccc54)cnc32)c1	7%	i	4%	12%	8	0	14%	-2%	30%
COC(=O)c1ccc(CSc2nc3ccccc3s2)o1	6%	i	2%	14%	12	7	5%	7%	-1%	PMK inhibit pilot replicates=1.0;MK inhibit pilot replicates=0.0;DPM-DC inhibit pilot screen %=0.0
CCn1cc(C(=O)NCCC2=CCCCC2)c(=O)c2cc(S(=O)(=O)N(C)C)ccc21	2%	i	4%	20%	9	0	-6%	0%	-11%	PMK inhibit pilot replicates=1.0;MK inhibit pilot replicates=0.0;DPM-DC inhibit pilot screen %=1.0

Next section.
SMILES	LYP phosphatase	DPM-DC inhibit	Bfl-1 displacement	Alkaline phosphatase	PMK inhibit	MK inhibit	HPDE-C7 viability	HPDE-C7K KRASV12	HT1080 viability	others
Cc1cnc(C(=O)OCC(=O)c2csc(N3CCCCC3)n2)cn1	x	i	13%	6%	17	5	-4%	-8%	0%
CCCCn1c(SCC(=O)NCc2ccco2)nnc1-c1ccco1	6%	i	9%	3%	4	3	-1%	-21%	-8%
CSCCC(NC=C1C(=O)OC(C)(C)OC1=O)C(=O)O (stereo not drawn)	12%	i	-4%	0%	8	0	3%	-1%	-1%
Cn1c(CN2CCOCC2)nnc1SCC(=O)Nc1nccs1	-11%	i	-2%	9%	6	10	0%	2%	-6%
CCOC(=O)C(NC(=O)CC)(Nc1ccc(S(=O)(=O)Nc2cc(C)on2)cc1)C(F)(F)F (stereo not drawn)	6%	i	-1%	5%	10	8	2%	-4%	2%
CCOC(=O)CSc1nnc2n(C3CCCCC3)c(=O)c3c4c(sc3n12)CCCC4	-5%	i	-4%	5%	4	1	1%	10%	-8%
COc1ccc(S(=O)(=O)N2CCCC2C(=O)Nc2ccc(C(C)=O)cc2)cc1 (stereo not drawn)	-18%	i	1%	11%	4	2	1%	1%	-1%
CCCCn1c(CN2CCN(C)CC2)nc2ccccc21	x	i	-9%	8%	0	0	-4%	-6%	-6%
COc1ccc(CNC(=O)C2CCN(S(=O)(=O)c3cccc4cccnc34)CC2)cc1	-1%	i	-5%	-4%	27*	2	2%	0%	4%
COc1ccc(C2C3=C(CC(C)(C)CC3=O)Oc3ncn4nc(-c5cccnc5)nc4c32)cc1 (stereo not drawn)	7%	i	4%	24%	12	1	-43%	-13%	6%	PMK inhibit pilot replicates=6.5;MK inhibit pilot replicates=0.0;DPM-DC inhibit pilot screen %=2.5
CS(=O)(=O)Nc1ccccc1C(=O)O	4%	i	4%	8%	8	15	8%	-6%	6%	PMK inhibit pilot replicates=2.5;MK inhibit pilot replicates=2.5;DPM-DC inhibit pilot screen %=0.0
CCN1CCN(c2cc(=O)n(-c3cc(Cl)ccc3C)c(=O)[nH]2)CC1	9%	i	0%	5%	4	3	-13%	-7%	9%
CC(=O)c1c(C)[nH]c(C(=O)NCCC2=CCCCC2)c1C	11%	i	-2%	4%	9	2	4%	8%	-8%
CCCc1nnc2n1N=C(c1ccc(-c3cc(Cl)ccc3Cl)o1)CS2	13%	i	-27%	23%	0	10	5%	3%	2%	PMK inhibit pilot replicates=1.0;MK inhibit pilot replicates=3.0;DPM-DC inhibit pilot screen %=0.0
C=CCNc1ncnc2c1[nH]c1ccc(C)cc12	9%	x	0%	-8%	2	8	-16%	-21%	3%
COc1ccc(-n2c(COc3ccccc3)nnc2SCC(N)=O)cc1	2%	i	5%	6%	8	5	-13%	-14%	-22%
c1ccc(OCc2nn3c(-c4ccncc4)nnc3s2)cc1	-12%	i	-3%	-4%	14	11	-13%	-27%	4%
COc1ccccc1C1NC(=O)NC(C)=C1C(=O)Nc1cccc(C)c1C (stereo not drawn)	-5%	i	1%	4%	7	8	-5%	1%	x
CCOC(=O)N1CCN(C(=O)c2cc(-n3cnnc3)ccc2Cl)CC1	5%	i	-3%	-1%	7	13	-7%	-6%	0%
Cc1cccc(C)c1NC1=NC(C)(C)N=C(N)N1	x	i	-4%	16%	8	8	11%	19%	-22%
O=C(c1ccccc1)c1c[nH]c2cc3c(cc2c1=O)OCCO3	-2%	i	0%	15%	0	7	-12%	0%	-1%
CN1CCN(c2ncnc3c2sc2nc(N4CCCC4)c4c(c23)CC(C)(C)OC4)CC1	3%	i	3%	5%	5	4	-7%	-9%	3%
CN1C(=O)CSc2ccc(NC(=O)NCc3ccco3)cc21	-1%	i	-11%	15%	0	12	-6%	-10%	x
Cc1cc(C)n(CC(=O)NCc2cc(-c3nn(C)c(=O)c4ccccc34)ccc2C)n1	11%	i	1%	8%	6	8	8%	0%	1%
COc1ccc(COn2c(=O)c(C)[n+]([O-])c3ccccc32)cc1OC	7%	i	-7%	1%	11	5	-6%	-4%	7%
COc1cccc(CNc2ccc3c(c2)ncn3C(C)C)c1OC	7%	i	6%	-3%	3	10	2%	0%	2%
O=C(Nc1ccccc1)N(CCCN1CCOCC1)Cc1cc2cc3c(cc2[nH]c1=O)OCCO3	0%	x	-8%	11%	13	12	-7%	-1%	4%	PMK inhibit pilot replicates=1.0;MK inhibit pilot replicates=4.5
Cc1cc2nc(NC3=NCN(CCCN4CCOCC4)CN3)nc(C)c2cc1C	14%	i	-3%	4%	0	0	20%	8%	5%
COc1cccc(Cn2c(Oc3cccc(C)c3)nc3c2c(=O)n(C)c(=O)n3C)c1	8%	i	-1%	8%	0	8	15%	25%	-5%
Cc1c(C(=O)N2CCc3ccccc3C2)sc2nc(-c3ccccc3)cn12	-1%	i	x	x	7	6	x	x	7%
Cc1nn(-c2ccccc2)c2[nH]c(C(F)(F)F)cc(=O)c12	5%	i	0%	12%	0	2	15%	19%	-3%	PMK inhibit pilot replicates=2.5;MK inhibit pilot replicates=0.0;DPM-DC inhibit pilot screen %=2.5
O=C(O)c1oc2ccccc2c1-n1cccc1	1%	i	11%	20%	6	8	10%	7%	2%	PMK inhibit pilot replicates=2.5;MK inhibit pilot replicates=0.0;DPM-DC inhibit pilot screen %=0.0
CCCCC(=O)Nc1cccc2c1C(=O)N(c1ccccc1)C2=O	0%	i	0%	6%	0	9	-1%	-1%	-4%
CCOc1cc(C)c(Cl)cc1S(=O)(=O)N(CC)CC	-1%	i	-2%	9%	8	9	5%	-1%	x
Cc1ccccc1CSc1nnc(C)n1N	14%	i	-1%	9%	2	6	-16%	-22%	-1%
CCN1CCN(Cc2ccc(NC(=O)Nc3ccc(SC)cc3)cc2)CC1	x	i	-1%	0%	7	10	-13%	-8%	10%	PMK inhibit pilot replicates=0.0;MK inhibit pilot replicates=0.0;DPM-DC inhibit pilot screen %=0.0
N#CCCN1CCN(S(=O)(=O)c2ccc(S(=O)(=O)N3CCOCC3)cc2)CC1	x	i	1%	2%	0	0	-1%	-6%	0%
CC(N=c1ccccn1C(=O)Nc1ccc(Cl)cc1)c1ccco1 (stereo not drawn)	10%	i	-4%	5%	17	2	-9%	-16%	2%
COC(=O)c1ccc(CSc2nc3c(c(=O)n2-c2ccc(F)cc2)SCC3)o1	11%	i	x	x	12	4	x	x	-2%
Cc1cn2c(nc1=O)OC1C(O)C(COC(=O)c3ccccc3)OC12 (stereo not drawn)	x	i	-8%	11%	9	1	-6%	-12%	-12%
COc1ccc(N(CC(=O)Nc2cccc(SC)c2)S(C)(=O)=O)cc1Cl	13%	i	-3%	5%	17	10	-14%	-22%	-1%
COCCn1nnnc1C(c1ccc(O)c(OC)c1)N1CCc2ccccc2C1 (stereo not drawn)	5%	i	-6%	7%	0	11	-4%	-4%	-3%
COc1ccccc1OCC(=O)NCCNC(=O)COc1ccccc1OC	15%	i	-5%	12%	0	3	-24%	-22%	-2%
